Mac1 fbg inh – CD11b/CD18-fibrinogen binding inhibition; 93,000 tested, 0.54% active; AID 1497; inhibition, % at 10 µM; K562 CD11b/CD18 adhesion to fibrinogen, ATPlite luminescence; Mn2+ added to activate the integrin;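 active = primary inhibition of 50% or more at 10 µM, then 40% or more on retest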; also: some results filed as inactive read as strong as hits
Rev-RRE block – disrupts HIV-1 Rev binding to RRE RNA. P05866. Rev peptide-RRE RNA binding, FRET. inhibition, % at 8 µM. 97,000 tested, 0.79% active;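 active = inhibition above the screen-wide mean plus 3 SD, cut at about 35% in these data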;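 also: 0% = median DMSO wells and 100% = median Neomycin B control wells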
Target sequence (P05866 whole entry, looked up): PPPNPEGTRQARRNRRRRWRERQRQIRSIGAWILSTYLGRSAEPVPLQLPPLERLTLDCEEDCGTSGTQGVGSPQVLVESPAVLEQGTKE
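Test system: labelled RRE RNA duplex and labelled Rev peptide. Times: 5 min compound–RNA preincubation, then 15 min with peptide, 25 °C. Doses: single-dose 8 µM. Measured by: FRET, excitation 480 nm, emission 540 nm donor and 671 nm acceptor. Measure: % inhibition of FRET ratio versus controls.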
PLK1 inh – inhibitors of human PLK1 kinase. P53350. recombinant PLK1 kinase, TR-FRET peptide phosphorylation. inhibition, % at 10 µM. 97,000 tested, 0.53% active. AID 619;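 active = inhibition of 50% or more in the single-concentration screen; inactive = inhibition below 50%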;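 also: 0% = DMSO max control and 100% = H-89 dihydrochloride min control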
Target sequence (P53350 whole entry, looked up): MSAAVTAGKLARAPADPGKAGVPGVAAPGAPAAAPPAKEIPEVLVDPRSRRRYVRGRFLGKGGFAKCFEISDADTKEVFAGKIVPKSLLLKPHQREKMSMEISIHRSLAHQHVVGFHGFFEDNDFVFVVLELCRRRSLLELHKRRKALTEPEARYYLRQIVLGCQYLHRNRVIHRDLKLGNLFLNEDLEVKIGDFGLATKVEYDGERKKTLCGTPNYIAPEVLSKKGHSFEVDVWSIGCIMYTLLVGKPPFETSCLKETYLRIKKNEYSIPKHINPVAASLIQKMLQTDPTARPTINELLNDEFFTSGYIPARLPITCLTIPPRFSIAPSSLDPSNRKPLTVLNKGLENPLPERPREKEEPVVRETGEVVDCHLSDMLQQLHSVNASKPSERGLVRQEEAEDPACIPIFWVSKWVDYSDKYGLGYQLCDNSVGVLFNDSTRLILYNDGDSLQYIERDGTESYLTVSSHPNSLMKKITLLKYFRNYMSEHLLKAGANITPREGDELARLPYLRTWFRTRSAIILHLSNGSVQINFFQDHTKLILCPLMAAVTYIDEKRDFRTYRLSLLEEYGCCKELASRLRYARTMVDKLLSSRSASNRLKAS
ERb coact inh – blocks coactivator binding to human estrogen receptor beta. inhibition, % at 25.6 µM. Q92731. TR-FRET ER-beta LBD / SRC1-Cy5 peptide binding; receptor agonist-loaded with 1 µM estradiol. 86,000 tested, 1.3% active. AID 633;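 active = compounds whose percent inhibition of the receptor-coactivator binding signal exceeds about 50% in the single-dose screen, limit read from the data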;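 also: 0% = receptor plus peptide wells without compound and 100% = peptide-only wells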
Mac1 fbg enh – CD11b/CD18-fibrinogen binding enhancement; K562 CD11b/CD18 adhesion to fibrinogen, ATPlite luminescence; 93,000 tested, 0.07% active; activation, % at 10 µM;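 active = 10 µM primary screen giving 50% or more activity, confirmed by 40% or more on retest at that dose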; also: strong numbers were not always called active
Plk1 PBD FP – inhibitors of human Plk1 polo box domain binding; 97,000 tested, 0.13% active; Plk1 PBD phosphopeptide binding, fluorescence polarization; inhibition, %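 (tested at about 20 µM)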; P53350; in the data active = inhibition above about 34%, passing the limit was not always enough
ERa SRC1 inh – ER-alpha (human) coactivator binding inhibition | inhibition, % at 25.6 µM | P03372 | TR-FRET ER-alpha LBD / SRC-1 peptide, estradiol-bound | 86,000 tested, 1.7% active; in the data active = inhibition above about 50%;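 also: 0% = receptor plus peptide control and 100% = peptide only without receptor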
ERa SRC1 pot – ER-alpha (human) coactivator binding potentiation. P03372. AID 639. TR-FRET ERalpha-LBD/SRC-Cy5 coactivator binding, 2 h; 100 = basal binding, no effect. coactivator binding (% of control), % at 25.6 µM. 86,000 tested, 1.3% active; in the data active = activity above about 200%;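 also: binding measured in presence of low estradiol as agonist stimulus; 0% = peptide alone without receptor and 100% = receptor with peptide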
FAK inh – blocks human focal adhesion kinase activity; Q05397; biochemical FAK kinase activity assay; inhibition, %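 (tested at 7 µM)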; 97,000 tested, 0.84% active; AID 727; in the data active = inhibition above about 19%;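 also: 0% = DMSO and 100% = reference compound high control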
Active calls of the source: *; / = not tested or not shown; [ ] = remark or other dose.

SMILES	Mac1 fbg inh	Rev-RRE block	PLK1 inh	ERb coact inh	Mac1 fbg enh	Plk1 PBD FP	ERa SRC1 inh	ERa SRC1 pot	FAK inh
CCn1cc(C(=O)NCC2CCCO2)c(=O)c2cc(S(=O)(=O)N3CCCCCC3)ccc21 (stereo not drawn)	7.6	5.9	-2.2	6.7[fluorescence artefact?]	-2.2	-27.8	21.5	110.0[fluorescence artefact?]	1.8
CC1CC(C)(C)NC(=O)O1 (stereo not drawn)	-4.5	4.6	-8.5	-1.9	0.8	-3.6	-7.1	118.1	-2.6
CN(C1CCS(=O)(=O)C1)S(=O)(=O)c1cccc2nsnc12 (stereo not drawn)	-1.9	5.0	4.1	1.1	0.4	42.4	-4.0	86.0	0.5
Cc1cccc(Cn2ncc(Cl)c(Cl)c2=O)c1	0.0	8.6	-6.7	/	-2.2	-17.0	/	/	-0.3
OC(Cn1ccnc1)c1ccc(Cl)cc1Cl (stereo not drawn)	1.6	1.1	-3.3	0.4	4.5	7.8	26.0	108.3	-0.6
Cn1c(CC2C(=O)Nc3ccc(Br)cc32)nc2ccccc2c1=O (stereo not drawn)	-12.7	-1.2	-4.1	12.3[fluorescence artefact?]	-1.4	-8.4	15.7[fluorescence artefact?]	63.0[fluorescence artefact?]	2.2
O=C(NCCc1ccccc1)c1nc2nc(-c3cccs3)cc(C(F)(F)F)n2n1	/	5.4	-6.9	11.3[fluorescence artefact?]	/	24.3	23.6[fluorescence artefact?]	92.0[fluorescence artefact?]	-0.3
Clc1ccc(-c2csc(N3CCc4ccccc4C3)n2)cc1	-1.2	7.7	-7.8	/	5.8	-17.3	/	/	2.2
N#Cc1nc(-c2ccc(Cl)cc2)oc1NCc1ccco1	-0.8	6.7	-7.5	-5.5[fluorescence artefact?]	1.4	-18.3	-20.8	91.1	9.3
CC(=O)c1cc(C)ccc1OC(=O)c1cccc2nc(C)oc12	-21.0	6.7	-2.8	/	3.9	-26.3	/	/	4.7
CCOC(=O)c1[nH]c(C)c(C(=O)O)c1C	-26.3	8.3	-5.0	/	-2.3	11.6	/	/	-1.9
CC(C)c1ccc(C(=O)NCCCc2ccccc2)cc1	-1.0	16.8	-3.9	1.6	0.1	-1.1	15.6	106.1	0.8
CN(C)/C=N/c1ncc(C(=O)c2ccc3ccccc3c2)s1	/	6.2	-13.2	/	/	-21.9	/	/	-2.9
COc1ccc(S(=O)(=O)N2CCCC(C(=O)NC3CCCCC3)C2)cc1 (stereo not drawn)	-2.9	3.5	-7.5	0.7	-3.4	-30.1	5.7	105.0[fluorescence artefact?]	-1.6
O=C(NOC(=O)c1ccccc1Cl)c1cccs1	-19.0	10.9	-13.9	11.2	-4.1	18.0	-5.4	104.7	1.2
CC(=O)c1cnn(-c2nc3c(C)cccc3s2)c1C	0.0	0.8	-3.5	/	-0.4	-30.7	/	/	1.5
Cc1ccc(-n2nnc3c(SCC(=O)NCc4ccco4)ncnc32)cc1	/	5.8	-12.6	/	/	23.4	/	/	7.7
CC12CCC(C(=O)NCCCn3ccnc3)(OC1=O)C2(C)C (stereo not drawn)	-3.9	1.0	-13.8	-15.8	-7.1	-18.3	-13.2	110.2	1.6
CC(C)CN1C(=O)NC(NC(=O)c2ccco2)(C(F)(F)F)C1=O (stereo not drawn)	44.2	5.5	-2.0	-5.1	-1.2	0.7	6.0[fluorescence artefact?]	109.3	-9.9
O=C1NCCCC2c3c(cc(Br)c(O)c3Br)OC12N1CCOCC1 (stereo not drawn)	8.3	2.6	-5.0	25.0	1.2	-14.3	13.7	62.0	-4.5
CCCCCNC(=O)CCn1c(=O)oc2ccccc21	/	5.3	-12.6	/	/	-7.3	/	/	13.9
COc1ccc(-n2c(Cc3cccn3C)nnc2SCC(=O)NCCc2ccccc2)cc1	15.9	3.0	-17.3	/	-2.2	-36.5	/	/	-5.9
Cc1ccc(-c2nc3cc(N)ccc3o2)c(C)c1	54.2	-1.6	-11.4	-2.1	-4.4	-4.2	-20.9	110.0	0.5
Cc1sc2c(c1C)c(=O)n(-c1cccc(C(F)(F)F)c1)c(=O)n2CC(=O)NCc1ccco1	1.7	9.4	5.1	-3.0	38.6	21.6	6.4	92.5	-0.6
COc1ccc(NC(=O)Cn2nnc(-c3ccccc3NC(=O)c3ccco3)n2)cc1	-3.3	0.2	-8.6	51.9*[fluorescence artefact?]	-1.9	-32.4	27.7[fluorescence artefact?]	148.6[fluorescence artefact?]	3.9
Next records
SMILES	Mac1 fbg inh	Rev-RRE block	PLK1 inh	ERb coact inh	Mac1 fbg enh	Plk1 PBD FP	ERa SRC1 inh	ERa SRC1 pot	FAK inh
Cc1ccc(-c2nnn(CC(=O)N(CC(=O)NCc3ccccc3)c3cccc(C)c3C)n2)o1	-1.7	-2.9	-0.5	2.8	3.5	-4.7	2.6	101.7[fluorescence artefact?]	1.4
COc1ccc(OCCC(=O)OCC(=O)NC(=O)NC(C)(C)C)cc1	-1.7	0.1	0.9	/	-2.6	-19.2	/	/	2.7
CC(=O)N1CCN(CCN=CC2=C(O)CC(c3ccco3)CC2=O)CC1 (stereo not drawn)	10.3	/	/	12.0	-1.8	/	4.0[fluorescence artefact?]	89.5[fluorescence artefact?]	/
c1cnc(SCCOc2cccc3ccccc23)nc1	20.0	13.4	5.3	-11.6	4.6	9.8	-1.2	66.8	-0.8
CCC1CCCCN1C(=O)N[C@@H](CCSC)C(=O)OC (stereo partly drawn)	-13.2	2.0	-3.8	27.2	-2.4	-6.0	11.2[fluorescence artefact?]	99.6	-3.7
Cc1ccc(S(=O)(=O)N(C)c2ccccc2)cc1	-6.2	3.6	-29.9	-0.5	-8.2	-6.4	2.2	118.1	-3.3
O=C(O)CCSc1nc2ccccc2s1	-0.5	1.4	-5.5	-19.1	-3.6	5.9	-26.5	77.7	-8.2
O=C(CN1C(=O)NC2(CCCCCC2)C1=O)Nc1ccc(S(=O)(=O)N2CCOCC2)cc1	-39.8	8.5	-8.4	-0.6[fluorescence artefact?]	-0.2	-12.4	0.8[fluorescence artefact?]	117.1[fluorescence artefact?]	0.8
CN(C)CCC(=O)c1ccc2c(c1)OCO2	-0.9	0.9	-2.1	0.5	3.6	1.4	0.3	120.0[fluorescence artefact?]	0.3
COC(=O)c1cc(NS(=O)(=O)c2ccc(NC(C)=O)cc2)cc(C(=O)OC)c1	/	0.3	4.7	-10.3	/	-4.8	-4.0	116.6	-3.9
COC(=O)CSc1nnc(-c2ccc(S(=O)(=O)N3CCC(C)CC3)cc2)o1	-0.7	0.4	1.7	4.2	1.1	-3.6	3.3	130.6	-3.1
Cc1ccc(C(=O)NCCCNCCCN(C)C)cn1	0.6	5.9	1.4	-8.1	-2.4	-16.9	-4.0	108.6	0.7
O=C1CC(C(=O)NCc2ccccc2)N=C(N2CCCCC2)N1 (stereo not drawn)	-0.8	6.1	-1.3	-5.5	-2.5	-1.1	0.7	100.7	0.6
COc1ccc(-c2ccc(CCC(=O)O)n2CC(C)C)cc1	8.5	15.3	-4.7	-11.6	-1.0	-2.2	2.6	133.3	-1.4
CC(C)(C)C(=O)Nc1cccc(-c2nc3ccccc3[nH]2)c1	-4.0	4.5	5.2	-7.2	-3.9	-9.0	-5.8	103.5	-0.5
c1ccc(C2CCC(N3CCC(N4CCCCC4)CC3)CC2)cc1 (stereo not drawn)	/	7.8	-7.7	/	/	20.5	/	/	-0.7
CCOc1ccc(C(C)=O)cc1COC(=O)C1=COCCO1	22.6	0.9	-9.6	18.6[fluorescence artefact?]	0.3	0.6	5.8	90.7[fluorescence artefact?]	0.9
CCC(=O)Nc1ccc(Cl)c(NC(=O)c2ccc(Br)o2)c1	-13.6	0.8	-12.3	-18.4	0.2	1.8	-26.4	92.6[fluorescence artefact?]	-0.4
CCOc1ccc(Nc2oc(-c3cccs3)nc2C#N)cc1	-4.2	6.2	-10.6	1.2[fluorescence artefact?]	68.7	-6.4	-0.7	101.8	1.1
CC1CC(C)CN(CCCNC(=O)Cn2ncn3cccc3c2=O)C1 (stereo not drawn)	9.5	7.8	-5.4	-5.4	-3.4	5.8	-3.5	92.4	-1.0
CCc1ccc(S(=O)(=O)NCCc2cn3ccccc3n2)s1	/	2.4	-6.9	1.2	/	7.0	-0.2[fluorescence artefact?]	90.6	-6.6
CCN(CCN(C)C)C(=O)Cn1ncc2c1-c1cc(C)ccc1OC2	8.8	0.7	-1.1	4.7[fluorescence artefact?]	-1.1	35.2	-0.6[fluorescence artefact?]	84.0	0.0
Nc1cc(=O)[nH]c(SCC(=O)Nc2ccc(S(=O)(=O)N3CCOCC3)cc2)n1	/	0.9	-10.0	10.7	/	11.8	0.6	88.4	1.6
C/C(=N\NS(=O)(=O)c1ccc(C)c([N+](=O)[O-])c1)c1cc2ccccc2o1	19.9	1.3	-12.3	/	-3.0	11.6	/	/	-1.9
Cc1cc(NC(=O)Cn2nc(C(F)(F)F)c3c2CCCC3)no1	-0.2	4.3	-9.3	-7.4	-3.3	1.9	5.2	139.1	0.4

Taken from above.
CCOC(=O)c1[nH]c(C)c(C(=O)O)c1C – FAK inh = -1.9
Cc1cccc(Cn2ncc(Cl)c(Cl)c2=O)c1 – Rev-RRE block = 8.6

Other results
SMILES	Mac1 fbg inh	Rev-RRE block	PLK1 inh	ERb coact inh	Mac1 fbg enh	Plk1 PBD FP	ERa SRC1 inh	ERa SRC1 pot	FAK inh
O=C(NCC(=O)N(CC1CCCO1)C(C(=O)NC1CCCCC1)c1ccccc1)c1cccs1 (stereo not drawn)	/	-1.4	-4.4	/	/	-7.3	/	/	-3.2
Oc1ccc(CN2CCN(c3ccccc3)CC2)c2cccnc12	/	1.0	6.0	-7.8	/	2.1	-21.2[fluorescence artefact?]	81.2	-1.2
COc1ccc(S(=O)(=O)c2ccc(O)cc2)cc1	5.0	8.5	-8.4	-0.6	-6.4	20.1	-4.0	77.5	-0.8
Cn1cc(C(=O)c2ccc(Cl)cc2Cl)cc1C(=O)O	20.5	1.3	-16.1	/	2.1	-14.6	/	/	-2.9
COc1cc(C(=O)NCc2cn3ccsc3n2)cc(OC)c1OC	/	1.5	-8.8	-29.7[fluorescence artefact?]	/	-9.2	-23.7	107.2	-0.6
COc1ccc(OC)c(N)c1	-12.2	5.7	-2.8	62.7*[fluorescence artefact?]	6.6	22.1	91.2*[fluorescence artefact?]	-0.2[fluorescence artefact?]	10.9
Cn1c(Cc2ccccc2)nnc1SCC(=O)c1ccc(Br)s1	-10.7	-0.2	-14.9	3.4	6.0	-11.0	-2.1	74.0	-0.1
CCN1C(=O)C(CC(=O)Nc2c(C)cccc2C)SC1=Nc1ccc(S(N)(=O)=O)cc1 (stereo not drawn)	/	7.4	2.6	0.9[fluorescence artefact?]	/	-21.5	-11.3	98.4	1.2
COc1cccc(C=NCCNC(=O)c2nonc2N)c1O	-11.3	2.7	-8.1	6.4	1.1	-29.9	1.6	105.1	4.4
Cc1ccc(S(=O)(=O)Oc2ccc(/C=C3\N=C(c4cccc(C)c4)OC3=O)cc2)cc1	4.2	0.3	-4.1	/	-2.5	-24.9	/	/	-3.6
O=C(NCc1cccnc1)c1cccc(S(=O)(=O)N2CCCCC2)c1	-3.8	/	/	-9.2	-3.8	/	-11.9	131.0	/
Cc1ccc(/C=c2/sc3nnc(-c4ccccc4Cl)n3c2=O)o1	4.5	3.7	-11.2	44.1[fluorescence artefact?]	-1.6	-4.2	57.7*[fluorescence artefact?]	41.9[fluorescence artefact?]	-0.8

Copied from above (2 entries):
SMILES	Mac1 fbg inh	Rev-RRE block	PLK1 inh	ERb coact inh	Mac1 fbg enh	Plk1 PBD FP	ERa SRC1 inh	ERa SRC1 pot	FAK inh
CN(C1CCS(=O)(=O)C1)S(=O)(=O)c1cccc2nsnc12 (stereo not drawn)	-1.9	5.0	4.1	1.1	0.4	42.4	-4.0	86.0	0.5
Cc1cccc(Cn2ncc(Cl)c(Cl)c2=O)c1	0.0	8.6	-6.7	/	-2.2	-17.0	/	/	-0.3

Compounds as they come; about 4.7% have a hit in one of these screens.
